Assay outcomes: PubChem BioAssay, National Center for Advancing Translational Sciences (NCATS)
BRCT inh green: inhibitors of human BRCA1 BRCT-phosphoprotein interaction (green fluorophore); P38398; 0.05% of 75,000 active; Potency, µM (series often up to 76.9 µM), for inactives: at the highest dose activity change, negative = inhibition, actives largely listed as inhibitors; BRCA1 BRCT-phosphopeptide binding, green fluorescence polarization;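 further: potency means the concentration at half of the fitted maximal effect; plate controls were peptide without protein for full effect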
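Compounds were incubated for 12 min at room temperature with a complex of 100 nM fluorescein-tagged pBACH1 decapeptide and 250 nM His-tagged BRCT protein. Buffer was phosphate pH 7.3 with EDTA, DTT and Tween 20. Disruption of binding lowers the polarization signal.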
Epigenetic mod: derepresses silenced GFP locus in mouse C127i cells | mouse C127i GFP locus derepression, cytometry, 30 h | Potency, µM (series often up to 46.1 µM), inactives show at the highest dose GFP derepression (activation) | 0.09% of 68,000 active; further: % of control where 0% means no effect
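Locus derepression in mouse mammary C127i cells whose integrated CMV-GFP reporter is normally silent; GFP expression after 30 h compound treatment was quantified by counting fluorescent cells.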
DNA Pol III inh: DNA polymerase III holoenzyme inhibition | reconstituted DNA polymerase III holoenzyme replication, biochemical | Potency, µM (top dose mostly 57.1 µM), for inactives: at the highest dose activity change, negative = inhibition | 0.25% of 71,000 active | AID 603; further: potency means the concentration at half of the fitted maximal effect; on the % scale 0 is the no-effect control and ±100 the full control effect
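Reconstituted *E. coli* holoenzyme (0.35 nM Pol III, 1 nM beta, 154 nM SSB, 2 nM primase) was preincubated with compound for 15 min at RT. Synthesis on 1.4 nM ssM13Gori ran 35 min, then was stopped with PicoGreen/EDTA and read as dsDNA fluorescence.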
Hsp90 Hop PPI: changes Hsp90-Hop TPR2A binding signal, up or down; AlphaScreen TPR2A-His6 binding biotin-Hsp90 C-terminal peptide; Potency, µM (doses to about 57 µM), inactives show at the highest dose activity change, negative = inhibition; 0.44% of 71,000 active; active means well fitted curve in either direction with a large enough effect; inconclusive means small, poorly fitted or top-dose-only effect, or another doubt; further: potency means the concentration at half of the fitted maximal effect; on the % scale 0 is the no-effect control and ±100 the full control effect; many of its hits are not listed in these tables
CRE Fsk mod: alters forskolin-stimulated CRE reporter signaling in CHO cells. Potency, µM (titrated, usually from 38.2 µM), for inactives: at the top dose activity change, negative = inhibition, most hits filed as activators. CHO CRE-bla reporter (cAMP response element driving beta-lactamase), forskolin EC10, beta-lactamase ratio. 2.5% of 71,000 active. AID 662; active means well fitted activation curve with a large enough effect in the signal ratio, with a control signal flat, not every such curve was filed as active; inconclusive means small, poorly fitted or top-dose-only effect, or effect the other way, or a change in a side signal; the % refers to the signal ratio; further: potency means the concentration at half of the fitted maximal effect; % of control where 0% means no effect
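Beta-lactamase reporter under a cAMP responsive element in CHO cells; compounds tested in titration series against EC10 NKH 477, 3 h at 37 °C. Read-out: CCF4 FRET ratio 460nm/530nm (excitation 405nm) giving %Activity, fitted to AC50.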
15-hLO inh: inhibitors of human 15-lipoxygenase (ALOX15); 1.4% of 74,000 active; Potency, µM (top dose mostly 57.1 µM), for inactives: top-dose activity change, negative = inhibition, actives largely listed as inhibitors; AID 887; P16050; purified 15hLO-1, xylenol orange hydroperoxide absorbance; further: potency means the concentration at half of the fitted maximal effect; on the % scale 0 is the no-effect control and ±100 the full control effect; nearly all actives have a fitted effect of over 55% in size
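Purified human 15hLO-1 (40 nM final) in 25 mM Hepes pH 7.5, 0.01% Triton X-100 was preincubated with compound 15 min at room temperature, then reacted 6 min with 50 uM arachidonic acid; hydroperoxide detected by Fe-XO, 573/405 nm absorbance ratio.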
A350 autofl: A350 region autofluorescence. Compound autofluorescence, 340/450 nm, Alexa 350 dye-equivalents; hits give high values. 11% of 59,000 active. AID 590. max dye-equivalent concentration, M; in the data active means max dye-equivalent concentration above about 10 nM; inconclusive means mostly about 1.1 nM to 9.6 nM
BRCT PPI red: disrupts BRCA1 BRCT binding to phosphoprotein, red fluorophore readout | BRCT-phosphopeptide binding, red fluorescence polarization | Potency, µM (doses to about 76.9 µM), for inactives: at the highest dose activity change, negative = inhibition, hits mostly inhibitors | 0.03% of 75,000 active | AID 892; further: on the % scale 0 is the no-effect control and ±100 the full control effect
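Fluorescence polarization: 100 nM His-tagged BRCA1 BRCT with 100 nM TAMRA-labelled phospho-BACH1 decapeptide, phosphate buffer pH 7.3 with 150 mM NaCl, DTT, 0.01% Tween 20; 12 min RT. Binding inhibition seen as FP decrease.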
4-MU autofl: compound fluoresces in the 4-MU spectral region. compound autofluorescence, 340/450 nm, 4-MU equivalents; hits give high values. AID 589. 11% of 59,000 active. max dye-equivalent concentration, M; in the data active means max dye-equivalent concentration above about 10 nM; inconclusive means mostly about 1.1 nM to 9.6 nM
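Compounds in 100 mM Tris, pH 8.0, sat 15 min at room temperature before fluorescence was read at 340 nm excitation/450 nm emission; a per-plate six-point 4-MU standard curve converted signals to dye-equivalent concentration at each compound concentration.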
UbGFP stabilizer: ubiquitin-GFP accumulation via proteasome inhibition; Ubiquitin-GFP reporter cells, proteasome inhibition, GFP fluorescence; response scale: untreated = 0%, 10 µM MG-132 = 100%; Potency, µM (titrated, usually from 45.9 µM), without a hit: at the top dose activation (GFP accumulation), usual class: activators; 67,000 tested, under 10 active; AID 526; active means well fitted activation curve with a large enough effect, not every such curve was filed as active; inconclusive means small, poorly fitted or top-dose-only effect, or another doubt; inactive means no such curve, though single readings can be large or run the other way; further: potency means the concentration at half of the fitted maximal effect
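U2OS cells expressing ubiquitin(G76V)-GFP, seeded overnight in 0.5% FBS medium, then treated 4 hr at 37 C across 46 uM to 2.9 nM. GFP-positive cells counted by laser cytometry (488 ex/515 em); %activity scaled between basal and 10 uM MG-132.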
HBB splicing: hemoglobin beta splicing modulation; HBB splicing reporter cell assay, activation; EGFP reporter with mutant IVS2-654 intron; response scale: normalised to 500 nM splice-correcting PNA; Potency, µM (top dose mostly 46.1 µM), for inactives: at the top dose activation, actives largely listed as activators; 0.06% of 65,000 active; AID 925; further: potency means the concentration at half of the fitted maximal effect; 0% is about no effect
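Compounds were applied for 2 days to HeLa EGFP-654 cells, 500/well in Optimem with 2% FCS. The reporter's EGFP is disrupted by mis-splicing of beta-globin intron IVS2-654. Readout: summed well GFP fluorescence from 488 nm laser scanning; reference was 500 nM antisense […] 654 PNA.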
An asterisk follows results filed as active; i = inactive; ? = inconclusive; . = not tested or not shown; & = joins results of further samples; [ ] = another dose, or the depositor's remark. Unless noted, the call rests on the fitted dose curve; in most records, active means well fitted curve in the direction sought with a large enough effect; inconclusive means small, poorly fitted or top-dose-only effect, or another doubt; inactive means no such curve, though single readings can be large; an effect the other way counts as inactive or inconclusive.

SMILES	BRCT inh green	Epigenetic mod	DNA Pol III inh	Hsp90 Hop PPI	CRE Fsk mod	15-hLO inh	A350 autofl	BRCT PPI red	4-MU autofl	UbGFP stabilizer	HBB splicing
CCC(C)N(C)Cc1cccc(C2(O)CCN(S(=O)(=O)c3ccc(F)cc3)CC2)c1 (configuration not stated)	-0.7%	-3%	-1%	-4%	-9%	6%	i	0.2%	i	-7%	2.4%
O=C(NCC1CCCO1)c1cccc(NC(=O)c2ccco2)c1 (configuration not stated)	-0.4%	-2%	-1%	-2%	0%	10%	i	-0.4%	i	1%	1.7%
O=C(O)c1ncc(-c2ccccc2)cn1	-1.4%	5%	1%	?	2%	8%	.	0.7%	.	-9%	0.0%
Fc1cccc(Cl)c1Cn1nnc2c(-n3ccnc3)ncnc21	0.8%	-1%	-5%	-1%	15%	5%	i	-2.7%	i	5%	0.3%
O=c1c(-c2ccc(F)cc2)nc2cnc(N3CCNCC3)nc2n1-c1ccccc1	-0.4%	-2%[9.22 µM]	-5%	12%	?	-1%	2.8e-07M*	1.4%	2.4e-07M*	4%	1.2%
C[C@H](CCC(=O)NCC(=O)O)[C@H]1CC[C@H]2[C@H]3[C@@H](C[C@@H](O)[C@]12C)[C@]1(C)CC[C@H](O)C[C@@H]1C[C@@H]3O	-1.2%[34.4 µM]	5%[20.6 µM]	4%[25.6 µM]	-2%[26 µM]	-8%[17.1 µM]	12%[25.6 µM]	i	1.1%[34.4 µM]	i	-1%[20.5 µM]	-0.4%[20.6 µM]
O=C(CS(=O)(=O)Cc1ccccc1)Nc1nnc(C2CCCCC2)s1	0.6%	0%	-2%	-4%	-17%	-4%	i	0.5%	i	4%	0.5%
CCOC(=O)C1CCN(c2c(NCc3ccc(C(=O)NCCC(C)C)cc3)c(=O)c2=O)CC1	1.6%	-2%	4%	-5%	-10%	-4%	i	0.0%	i	-9%	2.1%
CCN(CC)CCCN(Cc1cc2cc3c(cc2[nH]c1=O)OCCO3)C(=O)Nc1ccc(F)cc1	-1.4%	-4%	-3%	1%	?	-9%	1.5e-07M*	-0.9%	1.8e-07M*	0%	.
CCOC(=O)N1CCC(=C2c3ccc(Cl)cc3CCc3cccnc32)CC1	-2.1%	-4%[20.6 µM]	-3%&1%	-10%&-10%	?	?	i	-3.1%	i	3%&-3%	0.4%
O=C(NCc1ccccn1)c1ccc2nc(-c3ccco3)c(-c3ccco3)nc2c1	-28%	1%	4µM*	?	25%	3.2µM*	?	-26%	?	16%	-1.8%
O=C(Nc1cccc(O)c1)c1ccccc1	-1.4%	-3%	-2%	-3%	22%	7%	i	-1.9%	i	2%	-0.8%
CCc1ccccc1N(C(=O)Cn1nnc2ccccc21)C(C(=O)NCCOC)c1ccco1 (configuration not stated)	1.1%	0%	2%	-6%	-1%	-18%	i	-0.1%	i	3%	0.1%
CC1CCCCN1CCNS(=O)(=O)c1ccc2c(c1)oc(=O)n2C (configuration not stated)	-3.4%	6%	2%	0%	1%	10%	i	-2.3%	i	13%	2.6%
O=S(=O)(NCc1ccc2c(c1)OCO2)c1ccc2c(c1)oc1ccccc12	-0.5%	3%	-5%	-8%	?	4%	1.1e-08M*	0.0%	1.1e-08M*	-8%	-2.6%
O=C(c1ccc(F)cc1)C1CCN(C(=O)c2ccncc2)CC1	4.5%	3%	-7%	-2%	6%	0%	i	-0.5%	i	3%	-5.7%
Cc1noc(C)c1-c1nc(Nc2ccc(F)cc2)c2ccccc2n1	-5.6%	6%[9.22 µM]	-7%	1%	15%	16µM*	?	-0.7%	?	-3%	-0.4%
CCN(CC)S(=O)(=O)c1ccc(C(=O)NCc2nnc(SCC(=O)OC)n2C)cc1	-3.3%	0%	-1%	-2%	-2%	7%	i	-1.3%	i	1%	-0.4%
CCCOC(=O)c1c(-c2ccccc2)nc(CC)c(C(=O)SCC)c1CCC	-2.3%	-1%	-12%	?	15%	-5%	?	-2.1%	?	-2%	-0.2%
Cn1c(=O)n(C)c2cc(NC(=O)CSc3nnc(-c4ccccc4O)n3-c3ccccc3)ccc21	-0.7%	-3%	-2%	-1%	?	-14%	i	-2.0%	i	0%	-2.0%
COC(=O)c1cccnc1-n1c(=O)c2cccnc2n(Cc2cccc(OC)c2)c1=O	0.6%	.	-3%	-2%	14%	-4%	.	-2.5%	.	8%	-0.6%
Cc1ccc(S(=O)(=O)N2CCN(S(=O)(=O)N3CCCCC3)CC2)cc1	-2.5%	2%	-2%	-7%	?	-10%	i	-0.2%	i	-2%	0.7%
CCCn1nc(-c2ccccc2)c2nc3ccccc3nc21	-28%	0%	2%	?	?	-3%	?	-1.3%	?	-3%	0.7%[57.5 µM]
Cc1cc(NC(=O)c2ccc3c(c2)OCO3)no1	-0.9%	-1%	2%	-6%	-13%	8%	i	0.5%	i	0%	-0.6%
O=c1c(C(c2nnnn2C2CCCCC2)N2CCCCC2)coc2ccc(Cl)cc12 (configuration not stated)	-1.1%	-2%	-3%	-1%	-7%	-8%	i	-1.1%	i	-3%	-4.1%
O=C(CC1COc2ccccc2O1)NCc1ccccc1 (configuration not stated)	-0.1%	2%	0%	-1%	-6%	2%	i	0.5%	i	5%	-0.8%
CCOC(=O)c1cnn(-c2ncnc3sc(CC)cc23)c1N	-3.3%	0%	-7%	2%	?	2%	.	-1.3%	.	-3%	-0.1%
CC(C)(CNS(=O)(=O)c1ccc(Cl)cc1)N1CCCCC1	-1.4%	-3%	-8%	-3%	3%	13%	i	1.0%	i	4%	0.0%[57.5 µM]
Cn1cc(C(=O)NC2CCCCCCC2)c(=O)c2cc(S(=O)(=O)N3CCCC3)ccc21	-0.3%	1%	5%	-2%	?	0%	i	2.9%	i	-2%	-0.7%
CCCCN(c1ccccc1)S(=O)(=O)c1ccc2c(c1)CCN2C(=O)CCC(=O)O	0.6%	2%	4%	-6%	?	9%	i	-0.5%	i	7%	-4.8%
NC(=O)CSc1nnnn1CC(CC(=O)O)c1ccccc1 (configuration not stated)	-3.9%	2%	-9%	-6%	-1%	3%	i	1.3%	i	-1%	-0.9%
Cc1ccc(C)c(NC(=O)CSc2nnc(-c3ccccc3)o2)c1	-0.1%	.	-2%	-1%	8%	-5%	.	0.7%	.	-10%	-0.3%
Brc1ccc(-c2nc(-c3ccccc3)no2)o1	0.6%	0%	-1%	28%	-2%	-6%	i	-1.3%	i	3%	-2.1%
CCN(CC)C(=O)C1CCCN(Cc2ccc(N(C)C)cc2)C1 (configuration not stated)	-1.5%	2%	-7%[11.4 µM]	-6%[11 µM]	?	-1%[11.4 µM]	.	-0.8%	.	9%[9.17 µM]	-2.9%[0.0738 µM]
COc1cc(C2C(C(N)=O)=C(C)Nc3nc(CCCO)nn32)cc(OC)c1OC (configuration not stated)	-0.5%	2%	-1%	-6%	-2%	5%	.	1.1%	.	-6%	-0.9%
Cc1oc(-c2ccc(Cl)cc2)nc1CN1CCC(C(=O)N2CCc3ccccc3C2)CC1	-1.9%	.	-2%	-1%[2.3 µM]	-13%	-4%	.	0.1%	.	12%	-0.2%
CC1=C(C(N)=O)C(c2ccccc2)n2nc(-c3cccc(C)c3)nc2N1 (configuration not stated)	-0.8%	-4%	3%	-11%	-4%	11%	.	-1.0%	.	-10%	0.3%
CN1CCN(c2ncnc3ccc(-c4ccc5c(c4)OCO5)cc23)CC1	0.5%	3%[9.22 µM]	-4%	1%	?	11%	?	2.4%	?	-3%	-1.3%
C=CCNC(=O)C(C)N1C(=O)c2ccccc2C1=O (configuration not stated)	0.0%	-2%	-4%	-2%	?	5%	i	0.1%	i	-6%	-0.1%

Ordered by value in 4-MU autofl (lowest first): 3 from the list above.
Structure	4-MU autofl
O=S(=O)(NCc1ccc2c(c1)OCO2)c1ccc2c(c1)oc1ccccc12	1.1e-08M*
CCN(CC)CCCN(Cc1cc2cc3c(cc2[nH]c1=O)OCCO3)C(=O)Nc1ccc(F)cc1	1.8e-07M*
O=c1c(-c2ccc(F)cc2)nc2cnc(N3CCNCC3)nc2n1-c1ccccc1	2.4e-07M*
